Screens from PubChem.
Peg3 prom inh = reduces Peg3 promoter-driven luciferase expression in HeLa | hit rate 1.7% among 360,000 | HeLa PEG-Prom luciferase reporter, luminescence, overnight | inhibition, % at 20 µM;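 active = inhibition of at least 50% at 20 µM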
CaV13 FRET inh = Primary screen for inhibitors of IQ motif and Ca2+-dependent inactivation inhibitor domain binding in CACNA1D, Förster resonance energy transfer in living cells, …; HEK cells, CFP/YFP FRET ICDI-IQ, plate reader, 10 min; percent FRET-ratio fall versus neutral wells; inhibition, % at 12.3 µM; hit rate 0.098% among 340,000; AID 743397;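 active = mean replicate inhibition of at least 30% and at least 1% of replicates passing that level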;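 also: 0% = median of the neutral control wells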
NR2E3 ag-1 = agonists of human nuclear receptor NR2E3; GST-NR2E3/biotin-RetCOR TR-FRET, 1536-well; inhibition of corepressor binding, % at 4.78 µM; hit rate 0.12% among 320,000; AID 2300; Q9Y5X4;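 active = percent inhibition above the cutoff of mean plus 3 SD of all tested compounds, set per screening campaign, cut at about 20% in these data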;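 also: 0% = DMSO wells and 100% = biotin wells as full block of FRET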
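System: GST-tagged NR2E3 plus biotinylated RetCOR corepressor; Buffer or medium: pH 7.5 Tris-based buffer; Probe or stimulus: RetCOR corepressor, biotinylated, 7 nM; Doses: compound at 4.8 µM, single dose; Schedule: 5 h incubation at 4 °C; Technique: time-resolved FRET; Evaluation: percent inhibition of TR-FRET ratio; Replication: one well per compound, singlicate testing.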
Shn3 inh set2 = Schnurri-3 reporter inhibition in Clone20 osteoblasts. Clone20 osteoblast Shn3 3'UTR firefly luciferase, 24 h. inhibition, % at 12.5 µM. hit rate 0.52% among 360,000;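 active = mean inhibition of at least 75% with every replicate also reaching 75%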;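 also: 0% = median of neutral control wells and 100% = pilot-screen positive control compound; some compounds past the cut are filed as inactive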
H9c2 protect = protects H9c2 cardiomyocytes from peroxide injury; H2O2 injury protection, ATPLite, 2 h; protection from H2O2 cell death, % at 20 µM; hit rate 0.63% among 360,000;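 active = compounds giving at least 50% protection of heart cells from peroxide-induced death in the single-dose screen, raw or plate-pattern-corrected value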;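 also: 0% = DMSO wells with peroxide and 100% = DMSO wells without peroxide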
PDI turbidity = blocks human protein disulfide isomerase activity | P07237 | PDI insulin aggregation turbidity, A650, 90 min | inhibition, % at 10 µM | hit rate 0.052% among 350,000 | AID 588391;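 active = mean inhibition across replicates of 30% or more, whatever share of single replicates reach that level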;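 also: absorbance from insulin aggregation driven by PDI reduction with DTT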
Target sequence (P07237 whole entry, looked up): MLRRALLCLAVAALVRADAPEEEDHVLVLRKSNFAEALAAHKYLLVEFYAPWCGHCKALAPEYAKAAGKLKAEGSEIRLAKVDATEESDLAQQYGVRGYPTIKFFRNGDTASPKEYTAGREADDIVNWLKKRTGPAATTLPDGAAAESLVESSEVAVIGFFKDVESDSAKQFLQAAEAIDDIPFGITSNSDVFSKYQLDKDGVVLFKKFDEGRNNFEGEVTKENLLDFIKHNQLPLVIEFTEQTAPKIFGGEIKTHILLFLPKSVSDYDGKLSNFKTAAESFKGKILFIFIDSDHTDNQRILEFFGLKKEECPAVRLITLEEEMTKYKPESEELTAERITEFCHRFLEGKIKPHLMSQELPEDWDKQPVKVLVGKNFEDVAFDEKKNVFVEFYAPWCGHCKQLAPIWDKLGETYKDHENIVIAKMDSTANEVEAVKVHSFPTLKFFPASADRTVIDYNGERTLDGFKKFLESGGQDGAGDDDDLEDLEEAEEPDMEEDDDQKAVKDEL
iPSC survival up = increases survival of single human iPS cells | hit rate 0.044% among 360,000 | survival enhancement, % at 20 µM | hiPSC single-cell survival, ATPlite luminescence; 100% = ROCK inhibitor wells, 0% = DMSO; in the data active = survival enhancement above about 18%;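 also: cells exposed to compounds for 16 hours before the ATP read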
HIF-2a inh = inhibitors of HIF-2a. 786-0 RCC cells HIF-2a reporter, luciferase luminescence, overnight. inhibition, % at 18.8 µM. hit rate 0.72% among 360,000. AID 624352;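 active = inhibition of the luminescence signal of 40% or more relative to plate controls, in a single-dose primary screen at 18.75 µM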
m5-HT2A agonist = activates the mouse 5-HT2A serotonin receptor | activation, % at 7.6 µM | CHO-K1 mHTR2A beta-arrestin complementation, luminescence; percent of 30 µM serotonin response | hit rate 0.66% among 360,000 | P35363 | AID 624169;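 active = activation above a run cutoff, the mean activation of all tested compounds plus 3 SD, cut at about 14% in these data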;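 also: 0% = plate median of compound wells and 100% = 30 µM serotonin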
Target sequence (P35363 whole entry, looked up): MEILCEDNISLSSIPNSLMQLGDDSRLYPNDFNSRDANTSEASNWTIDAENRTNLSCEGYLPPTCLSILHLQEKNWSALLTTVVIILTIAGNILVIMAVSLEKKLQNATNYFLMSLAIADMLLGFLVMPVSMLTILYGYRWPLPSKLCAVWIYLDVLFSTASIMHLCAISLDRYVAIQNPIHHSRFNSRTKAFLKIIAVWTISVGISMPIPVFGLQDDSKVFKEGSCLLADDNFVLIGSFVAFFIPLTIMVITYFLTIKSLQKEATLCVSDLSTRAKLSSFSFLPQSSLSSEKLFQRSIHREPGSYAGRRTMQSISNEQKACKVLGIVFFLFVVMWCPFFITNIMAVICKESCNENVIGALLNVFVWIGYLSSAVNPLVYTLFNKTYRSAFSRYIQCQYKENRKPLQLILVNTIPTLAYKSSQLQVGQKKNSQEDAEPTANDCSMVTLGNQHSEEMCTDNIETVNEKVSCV
TRPM1 prom inh = MITF TRPM1 promoter inhibition in SK-MEL-5 cells | SK-MEL-5 TRPM1 promoter luciferase, 24 h | inhibition, % at 12.5 µM | hit rate 0.83% among 330,000;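 active = mean inhibition across replicates of 60% or more, whatever share of single replicates reaches that level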; also: values of inactives mirror those of a sister screen read the other way
NR2E3 ag-2 = agonists of human NR2E3 nuclear receptor; Q9Y5X4; CHO-S Gal4-NCOR/VP16-NR2E3 two-hybrid, luciferase; inhibition of corepressor binding, % at 3.98 µM; hit rate 0.35% among 360,000; AID 602229;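 active = inhibition above the mean of all tested compounds plus 3 SD, cut at about 70% in these data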;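 also: 0% = DMSO with NR2E3 transfected cells and 100% = cells lacking NR2E3 construct; higher means lower luciferase signal from less NR2E3 corepressor binding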
The depositor's hits bear a star; x = not tested or not shown. Compounds as they come; any-hit rate near 3.9%.

SMILES | Peg3 prom inh | CaV13 FRET inh | NR2E3 ag-1 | Shn3 inh set2 | H9c2 protect | PDI turbidity | iPSC survival up | HIF-2a inh | m5-HT2A agonist | TRPM1 prom inh | NR2E3 ag-2
C=C(C)CNC(=S)N/N=C/c1ccc(N2CCOCC2)cc1 | 7 | -2 | 3 | 5 | 0 | 15 | -0.8 | -15 | 5 | -1 | -32
CCN(CC(=O)NCCN1CCOCC1)S(=O)(=O)c1ccc(F)cc1 | 18 | -3 | 0 | -7 | 1 | 7 | 1.3 | -4 | -7 | -1 | 0
CN(C(=O)CCN1C(=O)/C(=C/c2ccccc2F)SC1=S)C1CCS(=O)(=O)C1 (stereo unspecified) | 7 | -2 | 2 | -70 | -11 | 2 | -0.7 | 4 | 3 | 12 | 17
CC(C)N1C(=O)C2(OCCCO2)c2cc(Br)ccc21 | 2 | -3 | 0 | -5 | 0 | 17 | -0.7 | 12 | 4 | 12 | -6
Cc1cccnc1NC(=O)C1CCN(S(=O)(=O)c2ccc3c(c2)CCC(=O)N3)CC1 | -10 | -20 | -1 | 7 | 2 | -3 | 2.7 | -1 | 7 | -2 | -1
CN(C)S(=O)(=O)c1cc(NC(=O)CNCc2ccc(F)cc2)ccc1Cl | -14 | -4 | 2 | 3 | -2 | -3 | 0.7 | -19 | -3 | -6 | -12
Brc1ccc2ncc(Br)cc2c1 | -3 | -6 | 5 | 12 | 4 | 1 | 0.8 | 10 | 0 | -9 | -9
CCC(C)Sc1nc2c(c(=O)[nH]1)C(c1cccs1)C1=C(CCCC1=O)N2 (stereo unspecified) | 55* | -4 | 2 | -3 | 14 | 6 | -0.5 | 24 | 7 | x | -19
CCOc1cc2c(C)cc(=O)oc2cc1Cl | -6 | -8 | -1 | -2 | 3 | -7 | 0.8 | 22 | 1 | 18 | -3
CCOC(=O)c1c(C)c(C(=O)NCc2ccco2)c(C)n1CC | 9 | 5 | 1 | -4 | -4 | -9 | 2.2 | 3 | -3 | 7 | 2
Nc1ncnc2nc(SCc3ccccc3)[nH]c12 | -1 | x | 2 | -28 | 4 | -12 | -1.2 | 15 | 1 | 3 | -6
CC(=O)c1ccc(NC(=O)CCc2c(C)nn(-c3ccc(N4CCOCC4)nn3)c2C)cc1 | -173 | -7 | 0 | -42 | 6 | -4 | -0.6 | -117 | 3 | -34 | -54
Cc1ccc(S(=O)(=O)N2CCOCC2)cc1C(=O)c1nccn1C | 14 | -2 | -1 | -1 | 4 | -4 | -2.1 | 17 | -3 | 6 | 3
O=C1C2Sc3[nH]c(=O)sc3C(c3ccccc3)C2C(=O)N1c1ccccc1 (stereo unspecified) | -2 | -5 | -4 | 9 | 5 | -2 | 2.0 | 12 | 6 | -3 | -13
CCOc1ccc(-c2cc(C(=O)OC)[nH]n2)cc1 | -265 | -2 | 0 | -65 | -12 | -4 | 0.1 | -271 | 1 | -71 | -74
CCN1C(C)=C(C)S/C1=C1\SC(=S)N(C2CCCCC2)C1=O | 18 | -5 | 6 | 12 | -6 | -8 | -0.3 | 6 | 2 | 1 | 3
Cc1cccc(/C=C2/SC(=O)N(Cc3ccccc3Cl)C2=O)n1 | 1 | -7 | -1 | 3 | -3 | 2 | -0.9 | 5 | 0 | -8 | 3
Cc1cccc(CN2CCN(Cc3ccc4nonc4c3)CC2CCO)n1 (stereo unspecified) | 12 | -14 | 2 | 5 | 3 | 13 | -0.2 | 5 | -6 | -4 | -21
O=C(CNC(=O)c1ccc(Br)o1)Nc1ccc(N2CCCCCC2)cc1 | -68 | -4 | x | -5 | -9 | -4 | 2.5 | -118 | -12 | -18 | -13
Cn1c(=O)[nH]c(=O)c2[nH]c(CN3CCN(C(=O)c4ccco4)CC3)nc21 | 0 | -4 | -3 | -4 | 0 | -3 | -0.3 | 5 | 3 | 2 | -21
COc1c2occc2c(OC)c2c(=O)cc(C(F)(F)C(F)(F)F)oc12 | -18 | -8 | -4 | 15 | 0 | 10 | 1.3 | -4 | 2 | 9 | -16
O=C(O)CCC(=O)N1N=C(c2ccccc2)CC1c1ccc2nccnc2c1 (stereo unspecified) | 1 | -6 | 0 | -18 | 3 | 0 | 1.1 | -1 | -1 | 5 | -48
O=C(CN1C(=O)NC2(CCCCC2)C1=O)N1CCN(c2ncccn2)CC1 | -6 | -6 | 1 | -7 | 6 | -3 | -0.1 | -1 | 2 | 5 | -8
O=C(COC(=O)c1ccc(S(=O)(=O)N2CCc3ccccc3C2)cc1)NC1CCS(=O)(=O)C1 (stereo unspecified) | -1 | -5 | 1 | 2 | -4 | 2 | -1.9 | 9 | 5 | 0 | -26
O=C(CSc1nc(-c2ccccc2)cc(C(F)(F)F)n1)NCc1ccco1 | 15 | -6 | -2 | 5 | 0 | 8 | -2.1 | 9 | 0 | -15 | 12
O=C(COC(=O)c1ccc(Br)cc1)NC(=O)NCc1ccccc1 | -2 | -2 | 5 | -9 | -7 | 13 | -0.4 | 13 | -4 | 0 | -6
COc1ccc(CN2C(=NC(=O)C3CC3)SC3CS(=O)(=O)CC32)cc1OC (stereo unspecified) | -7 | -2 | 1 | -10 | -2 | -2 | 2.8 | 8 | -1 | 6 | 12
Cc1ccccc1Nc1nc(N)nc(CSc2nncn2C)n1 | -3 | -4 | -4 | 5 | -2 | 1 | -0.2 | -6 | 3 | -5 | 1
CC1CCN(CCOc2cc(Cl)ccc2Cl)CC1 | 26 | -7 | 3 | 14 | -1 | 3 | -0.7 | -1 | -7 | 4 | -9
CCN1CCN(C(=O)c2[nH]c3ccc(OC)cc3c2C)CC1 | 5 | -7 | 6 | -7 | 6 | 4 | -0.7 | 2 | -1 | -6 | 2
COC(=O)CNC(=O)Cn1ccc2ccccc2c1=O | 0 | -2 | 2 | 3 | -4 | 17 | 3.0 | 16 | -5 | -6 | -30
Cn1cccc1Cc1nnc(SCC(=O)Nc2nccs2)n1CCc1ccccc1 | 10 | -6 | 2 | 10 | 2 | x | 0.5 | -4 | 0 | -5 | 20
N/C(=N\NC(=O)c1ccc(F)cc1)c1cc2ccccc2oc1=O | -19 | -1 | 1 | -14 | 9 | 3 | 1.7 | -16 | -5 | x | -22
COc1cc(NC(=O)CSCC(=O)Nc2cccc(C(F)(F)F)c2)c(Cl)cc1Cl | 11 | -7 | 4 | 22 | -14 | -1 | 2.0 | 6 | 1 | 5 | 5
O=C(COc1ccccc1)N/N=C/c1sc(=O)n(Cc2cccc(C(=O)O)c2)c1Cl | -50 | -16 | 4 | 16 | -3 | 5 | -0.3 | -26 | -4 | -8 | -20
Cn1cc2cc([N+](=O)[O-])ccc2n1 | 25 | -7 | 0 | -6 | -6 | 7 | 0.9 | 15 | 3 | 8 | 5
Cc1cc(NC(=O)c2ccc(F)cc2)ccc1NC(=O)c1ccco1 | -61 | -7 | -1 | -14 | 4 | -7 | -0.5 | -26 | 1 | -7 | 0
Cn1c(CNS(=O)(=O)c2ccc(Cl)cc2)n[nH]c1=S | 3 | -5 | 0 | -48 | -3 | -1 | -1.1 | 10 | 0 | 18 | -30
COC(=O)C1(Cc2cc(-c3ccc(Cl)cc3)no2)CCN(C(=O)OC(C)(C)C)CC1 | -53 | -3 | 3 | -17 | -11 | 8 | 2.3 | -67 | 1 | -4 | 0
O=C(O)c1cccc2c1C(=O)N(c1ccc3c(c1)Cc1ccccc1-3)C2=O | -16 | -6 | x | -14 | 7 | -6 | 1.2 | -2 | -3 | -7 | -15
CCN1CC2([N+](=O)[O-])C=CC(=O)C([N+](=O)[O-])(C1)C2CC(=O)c1ccccc1 (stereo unspecified) | -10 | -5 | 4 | -3 | 10 | -1 | -2.7 | 14 | -3 | 2 | -10
COc1ccc(CCNC(=O)C2CCCN(Cc3nc(-c4ccccc4C)oc3C)C2)cc1OC (stereo unspecified) | 10 | -6 | 3 | 63 | 1 | 3 | -1.5 | 17 | -5 | 10 | 3
CCOC(=O)/C=c1\s/c(=C(\C#N)C(=O)NC)n(-c2ccccc2)c1=O | -3 | -5 | 0 | 13 | -9 | -9 | -1.5 | 10 | 8 | 8 | 14
O=C(Cn1nnc(-c2ccccc2NC(=O)c2ccccc2F)n1)NC1CCCC1 | 4 | -5 | -1 | 2 | -2 | 5 | -0.4 | 11 | -2 | 9 | -17
Cc1ccc(NCC(=O)Nc2ccc(Br)cc2)cc1F | -30 | -3 | 4 | -20 | -1 | 1 | -0.8 | -75 | 0 | -2 | -11
O=C(NCCN1CCCCC1)Nc1ccc(F)c(Cl)c1 | 7 | -9 | 6 | 10 | -3 | 17 | -3.0 | 8 | -3 | 4 | 13
O=C(CN1CCCCC1)NCCNc1ccc(C(F)(F)F)cc1[N+](=O)[O-] | 8 | -6 | 2 | -25 | -8 | 5 | 0.4 | 22 | -4 | -14 | -6
O=C1c2ccccc2C(=O)N1CCCc1cn(C[C@H]2CC[C@H](Cn3cc(CCCN4C(=O)c5ccccc5C4=O)nn3)O2)nn1 | 8 | -7 | x | -11 | 9 | 3 | 1.8 | 9 | 9 | -15 | 8
CCOC(=O)c1cc(C(C)(C)C)oc1CN | 10 | x | 3 | -17 | -7 | 12 | -0.6 | 16 | 3 | 5 | -23
C/C=C(\C)C(=O)NCCN1C2=NC[C@H](Cc3ccc(O)cc3)N2C[C@H]1Cc1ccc(O)cc1 | 13 | -10 | 2 | -11 | 0 | 45* | -1.8 | 2 | -9 | -6 | -4
O=C1c2cc(Cl)ccc2-c2c(O)cc(Cl)cc21 | 75* | -7 | x | 37 | -25 | 15 | -0.8 | -79 | 3 | 10 | 24
CCOC(=O)[C@]12CCC=C1N(CCC1=CCCCC1)C(=O)[C@H](CC(=O)NCCCN1CCCC1=O)C2 | x | -10 | x | x | x | x | -0.5 | 10 | 1 | x | -12
Cc1ccc(-c2nn(-c3ccccc3)cc2C(=O)Nc2cccc(S(=O)(=O)NC3=NCCC3)c2)cc1 | -13 | 6 | x | -7 | 10 | -5 | -2.8 | -116 | 0 | x | -27
Cc1ccc(NC(=O)NC2CC(=O)N(c3ccc4c(c3)OCCO4)C2)cc1C (stereo unspecified) | 20 | -6 | -3 | 12 | -6 | -4 | 0.2 | 17 | -7 | -4 | 54
CCC(C)(NC(=O)c1ccccc1)C(=O)O (stereo unspecified) | -5 | -8 | -1 | 1 | -3 | 1 | 2.9 | 12 | 1 | 9 | 9
